# GC-A act: GC-A (human) enzyme activation. HEK293 GC-A cells, cGMP TR-FRET, EC30 ANP; 0% at EC30 ANP, 100% saturating ANP. activation, % at 10 µM. actives 0.14% (n = 370,000); in the data active means activation above about 40%
# TCR-CD3 inh: blocks the human TCR-CD3 interaction. TAMRA-labeled TCR probe fluorescence, biochemical. inhibition, % at 9.4 µM. AID 651800. actives 0.37% (n = 360,000); in the data active means inhibition above about 19%;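 further: recombinant mutant TCR 2C K166C tagged with TAMRA read by polarization; 0% = receptor in buffer alone and 100% = receptor with positive control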
# rCAG binder: r(CAG) repeat RNA binding. TO-PRO-1 dye displacement fluorescence. actives 1.3% (n = 370,000). AID 651821. inhibition, % at 3 µM;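 active means inhibition above the plate cutoff, the mean of all test compounds on that plate plus 3 SD, cut at about 35% in these data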;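 further: 0% = DMSO alone and 100% = 100 µM mitoxantrone as full dye displacement; higher means more dye released from RNA so lower well fluorescence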
# HTRA1 inh: blocks human HTRA1 serine peptidase. Q92743. recombinant HTRA1, FP-rhodamine activity-based probe, fluorescence polarization. inhibition, % at 5.96 µM. actives 0.5% (n = 340,000). AID 504803; in the data active means inhibition above about 36%;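 further: 0% = enzyme with DMSO and 100% = wells lacking enzyme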
# PRMT1 inh: blocks human protein arginine methyltransferase 1 | recombinant PRMT1, activity-based probe fluorescence polarization | inhibition, % at 2.79 µM | actives 1.3% (n = 370,000) | AID 652257;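 active means inhibition above about 21% made by adding two undisclosed values, limit read from the data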
# SIAE inh: inhibitors of human sialic acid acetylesterase SIAE; actives 0.69% (n = 370,000); inhibition, % at 9.66 µM; AID 1053197; SIAE FP-Rh probe binding, fluorescence polarization;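 active means inhibition above a cutoff: mean of compounds within the control limits plus 3 SD of those, cut at about 17% in these data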;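 further: 0% = plate median of compound wells and 100% = probe without SIAE protein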
# UHRF1 binding: blocks human UHRF1 binding to methylated DNA; UHRF1 binding to methylated oligo, TR-FRET; Q96T88; actives 0.75% (n = 370,000); inhibition, % at 4.4 µM; in the data active means inhibition above about 21%;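 further: UHRF1 SRA domain binding a hemimethylated CpG hairpin DNA probe; 0% = median of test compound wells and 100% = reference inhibitor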
# Target sequence (Q96T88 whole entry, looked up, the tested form may be a part): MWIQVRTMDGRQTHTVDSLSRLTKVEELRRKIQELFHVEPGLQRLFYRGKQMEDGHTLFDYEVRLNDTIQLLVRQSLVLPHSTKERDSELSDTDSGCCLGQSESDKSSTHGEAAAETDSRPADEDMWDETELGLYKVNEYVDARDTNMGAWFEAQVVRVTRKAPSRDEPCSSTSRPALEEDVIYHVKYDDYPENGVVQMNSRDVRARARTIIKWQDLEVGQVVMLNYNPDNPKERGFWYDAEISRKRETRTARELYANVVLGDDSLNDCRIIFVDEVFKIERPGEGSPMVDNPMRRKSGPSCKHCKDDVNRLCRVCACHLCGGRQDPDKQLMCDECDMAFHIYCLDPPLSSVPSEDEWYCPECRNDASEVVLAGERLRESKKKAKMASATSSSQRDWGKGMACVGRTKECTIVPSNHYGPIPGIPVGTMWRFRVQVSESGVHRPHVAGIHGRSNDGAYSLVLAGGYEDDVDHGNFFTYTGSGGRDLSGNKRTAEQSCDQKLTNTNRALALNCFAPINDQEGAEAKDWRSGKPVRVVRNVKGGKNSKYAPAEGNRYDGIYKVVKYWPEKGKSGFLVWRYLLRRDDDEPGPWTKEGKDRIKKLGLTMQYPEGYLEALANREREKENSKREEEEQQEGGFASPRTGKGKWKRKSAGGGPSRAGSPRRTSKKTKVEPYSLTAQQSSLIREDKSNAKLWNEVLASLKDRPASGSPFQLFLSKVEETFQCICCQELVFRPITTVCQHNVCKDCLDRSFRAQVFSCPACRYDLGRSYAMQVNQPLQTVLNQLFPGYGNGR
# MBD2 inh: blocks human MBD2 binding to methylated DNA. Q9UBB5. TR-FRET, MBD2 binding to methylated oligonucleotide. inhibition, % at 4.4 µM. actives 0.31% (n = 370,000). AID 686964; in the data active means inhibition above about 13%
# ABHD4 inh: inhibitors of mouse ABHD4 | purified mABHD4, FP-Rh probe fluorescence polarization | inhibition, % at 8.92 µM | actives 0.54% (n = 370,000) | AID 720543;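 active means inhibition exceeding the mean over every tested compound plus 3 SD, cut at about 30% in these data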;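 further: 0% = plate median of compound wells and 100% = S159A mutant with DMSO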
#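 Test system: mABHD4 protein; Read-out basis: % inhibition; Incubation: 45 min + 60 min at 25 °C; Repeats: single replicate; Technique: fluorescence polarization with parallel and perpendicular emission, 525/598 nm; Compound: 8.92 µM, single dose; Benchmarks: full inhibition S159A mutant plus DMSO, zero as sample-well median.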
# NPR2 activator: GC-B (human) receptor activation | P20594 | HEK293-GC-B cells, CNP EC30, cGMP TR-FRET; 0% at EC30 CNP, 100% saturating CNP | activation, % at 10 µM | actives 0.11% (n = 370,000);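 active means activation at 10 µM reaching about 35% in either raw or pattern-adjusted values, limit read from the data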
# * = called active by the depositor; . = not tested or not shown.
SMILES,GC-A act,TCR-CD3 inh,rCAG binder,HTRA1 inh,PRMT1 inh,SIAE inh,UHRF1 binding,MBD2 inh,ABHD4 inh,NPR2 activator
COc1ccc(-c2cn(-c3ccc(C)cc3)c(=O)n2CC(=O)Nc2ccc(OC)cc2OC)cc1,-1,2,2,-18,-3,3,-2,0,-5,-2
CCOC(=O)c1cc2cc(OC)ccc2[nH]1,2,-5,-4,0,2,-6,0,4,-2,-3
CC(C)[C@H](NS(=O)(=O)c1cccc(C(F)(F)F)c1)C(=O)OCC(=O)NC(=O)NCc1ccco1,-4,-6,3,5,4,1,4,5,-19,0
CCc1c(C)[nH]c2ccc(OC)cc2c1=S,1,1,1,-39,9,-1,0,2,-1,-6
O=C(C[n+]1cc(-c2ccc(Cl)c(Cl)c2)n2c1CCC2)N1c2ccccc2Sc2ccccc21,5,6,14,-9,-4,.,-2,-6,16,6
COc1ccc(OCC(=O)N(Cc2ccco2)C2CCS(=O)(=O)C2)cc1 (stereo not given),4,-2,-3,.,-3,-2,0,-4,-1,-2
CCOc1ccccc1Nc1nc(N2CCCC2)nc(N2CCOCC2)n1,1,9,-2,1,-4,-3,-1,-1,-2,-4
CC[C@]12c3[nH]c4cc(CCC(=O)N(C)C)ccc4c3CCN1C(=O)[C@@H](CC(=O)NCCCN(C)C)C[C@@H]2C(=O)N1CCN(C(=O)c2ccco2)CC1,3,-6,1,5,2,4,0,0,9,2
O=C1NC(CCc2ccccc2)C(=O)N1Cc1ccc(Br)cc1 (stereo not given),-2,1,-4,-10,-3,-3,-1,1,1,-3
Cc1cc(C(=O)N2CCN(C(=O)C3CCCO3)CC2)no1 (stereo not given),3,4,-1,7,-1,2,0,5,1,2
CCOC(=O)COc1ccc(S(=O)(=O)NCC2CCCO2)cc1 (stereo not given),0,-2,-5,7,-3,-1,0,-5,3,5
COc1cc(Cn2c(-c3nonc3N)nc3ccccc32)ccc1C,-27,-1,5,0,0,-7,1,-2,-7,-10
O=C(Nc1ccc(C(=O)O)cc1)/C(=C\c1ccc2c(c1)OCO2)NC(=O)c1ccccc1,7,-3,7,-2,-2,3,-4,-3,-4,1
COCCN=c1scc(C)n1/N=C/C1CC2C=CC1C2 (stereo not given),-3,0,-2,0,1,2,0,0,-4,2
CCC(Cc1ccccc1)NC(=O)c1ccc2nc(N3CCOCC3)sc2c1 (stereo not given),0,-1,0,-13,-4,-3,-2,-5,-5,5
CSc1nc2ccccc2cc1/C=C(\C#N)c1ccccc1,-5,2,8,-9,0,-4,2,-1,8,-9
Cc1cc(C)cc(-n2c(N)c(C(=O)Nc3c(C)n(C)n(-c4ccccc4)c3=O)c3nc4ccccc4nc32)c1,2,-7,15,2,4,-9,1,-4,2,11
O=C(CCCn1cncn1)N1CCCC(N2CCN(c3ccccc3F)CC2)C1 (stereo not given),3,0,-4,0,6,2,5,4,8,-3
NC(=O)CSc1nnc(-c2cc(-c3ccc(Cl)cc3)nc3ccccc23)o1,3,-2,1,-9,-1,1,-1,-4,-1,-8
COc1cccc(C(=O)Nc2ccc(NC(C)=O)cc2)c1,2,-3,-1,0,4,2,0,0,3,-2
CC1=C(C(=O)N(C(C)C)C(C)C)CC(CC(=O)NCc2cccc3ccccc23)C(=O)N1Cc1ccccc1 (stereo not given),-5,3,1,.,3,1,0,-7,11,-7
CCOC(=O)C1=CCN(S(=O)(=O)c2cccc(Cl)c2)C1c1cccc(Br)c1 (stereo not given),-4,3,4,.,-1,1,-2,-2,-8,-7
CC(C)C(=O)n1nc(-c2cccnc2)nc1NCc1ccc(F)cc1,7,2,-3,4,2,-3,0,1,1,12
Cc1ccc(S(=O)(=O)NCc2ccccc2C)cc1,1,2,4,-10,1,-4,1,0,-2,3
C=CCN1C(=O)c2ccc(C(=O)N3CCN(S(=O)(=O)c4cc(C)ccc4C)CC3)cc2C1=O,-4,-5,-1,-4,2,-8,2,4,-6,-1
Cc1ccc(S(=O)(=O)N2CCN(C(=O)CSc3nc4ccccc4c(=O)[nH]3)CC2)cc1,1,-2,12,-6,-2,-6,5,-6,-15,-12
CCCn1c(=O)c2ccccc2n2c(SCCOc3ccccc3F)nnc12,-8,-5,1,-3,2,0,-2,-4,-2,-3
CC(C)CNC(=O)CC1Oc2ccccc2NC1=O (stereo not given),1,.,-1,.,4,-1,1,1,3,10
C=CCNc1n[nH]c(=S)s1,2,-4,1,7,17,2,1,5,1,6
CCOC(=O)C1=C(COC(=O)COc2ccccc2C(C)C)NC(=O)NC1C (stereo not given),-2,3,-9,-4,5,0,3,2,0,-4
Nn1c(-c2ccccc2)nc2cc(Cl)ccc2c1=O,1,-7,2,4,2,-2,-1,-8,1,2
CCC1(c2ccccc2)NC(=O)N(CC(=O)Nc2cc(S(=O)(=O)N3CCCCC3)ccc2OC(C)C)C1=O (stereo not given),0,0,9,-29,0,-13,2,3,-14,2
Cc1ccc([N+](=O)[O-])cc1-c1ccc(/C=N/NC(=O)CN2CCOCC2)o1,-1,2,5,3,3,2,1,-2,1,-4
Cc1occc1C(=O)Nc1sc2c(c1C(N)=O)CCC(C(C)(C)C)C2 (stereo not given),-4,-17,8,2,2,1,4,5,0,-5
Cc1ccc(C(=O)Nc2ccc3c(c2)OCO3)cc1S(=O)(=O)N1CCOCC1,3,2,-2,0,-2,1,2,0,1,1
O=C(O)c1cc(S(=O)(=O)Nc2cccc3ccccc23)c(Cl)cc1Cl,0,-3,16,-10,0,3,-1,3,6,3
COc1ccc(-n2ccc(=O)c(C(=O)O)n2)cc1,1,0,2,6,0,1,1,-2,10,2
O=C(c1cc(N2CCCCC2)nc2ccccc12)N1CCOCC1,5,1,28,9,2,-1,-5,1,0,4
O=C(NC(=S)Nc1ccccc1Cl)c1cncc(Br)c1,-3,-2,1,-1,-4,-5,-1,-2,-1,0
COc1ccc(/C=N\N=C2/SC(CC(=O)O)C(=O)N2c2ccc(O)cc2)cc1 (stereo not given),0,-3,13,-1,0,0,2,-3,0,-1
Cc1cccc(N=[N+]([O-])c2cccc(C)n2)n1,-1,3,2,3,-1,-1,42*,-2,5,2
COC(=O)NN=C1CCC(c2ccccc2)CC1 (stereo not given),-1,1,-3,3,-3,3,0,-3,5,-2
Cc1cccc(N2C(=O)CC(c3ccc(F)cc3)C3=C2COC3=O)c1 (stereo not given),-2,7,-5,3,0,4,0,1,-2,-8
COc1ccc(S(=O)(=O)N2CCN(C3CCN(Cc4ccccc4)CC3)CC2)cc1,4,-3,-5,1,1,-9,1,-3,11,-4
Cn1c(CCc2nc3ccccc3[nH]2)nnc1SCC#N,1,4,-2,-1,2,11,0,1,0,3
CCCn1nc(C(=O)Nc2cccc(C(=O)OC)c2)c2ccccc2c1=O,5,0,0,-37,0,-1,1,3,-14,3
CC(C)CC1NC(=O)N(CC(=O)Nc2cc([N+](=O)[O-])ccc2F)C1=O (stereo not given),-4,4,0,-7,2,2,-1,-1,2,-1
Cc1cccc(-n2nnc(C(=O)N3CCc4ccccc4C3)c2N)c1,-46,6,0,-37,-1,-5,1,1,0,-8
O=C(Nc1ccccc1)c1cc([N+](=O)[O-])ccc1N1CCCCC1,1,5,3,-2,-1,4,-3,0,4,2
COCC(=O)N(C)C[C@H]1Oc2ncc(C#C[C@H](C)O)cc2C(=O)N([C@@H](C)CO)C[C@H]1C,0,-2,3,1,-2,-5,6,-3,-1,-4

# In the list so far, these contain bromine:
SMILES,GC-A act,TCR-CD3 inh,rCAG binder,HTRA1 inh,PRMT1 inh,SIAE inh,UHRF1 binding,MBD2 inh,ABHD4 inh,NPR2 activator
O=C1NC(CCc2ccccc2)C(=O)N1Cc1ccc(Br)cc1 (stereo not given),-2,1,-4,-10,-3,-3,-1,1,1,-3
CCOC(=O)C1=CCN(S(=O)(=O)c2cccc(Cl)c2)C1c1cccc(Br)c1 (stereo not given),-4,3,4,.,-1,1,-2,-2,-8,-7
O=C(NC(=S)Nc1ccccc1Cl)c1cncc(Br)c1,-3,-2,1,-1,-4,-5,-1,-2,-1,0

# The list goes on:
SMILES,GC-A act,TCR-CD3 inh,rCAG binder,HTRA1 inh,PRMT1 inh,SIAE inh,UHRF1 binding,MBD2 inh,ABHD4 inh,NPR2 activator
Cc1ccc(C2C3=C(CCCC3=O)Nc3nc(SCC(=O)NCc4ccco4)[nH]c(=O)c32)cc1 (stereo not given),-1,5,7,5,-1,7,-1,2,1,3
COc1cccc(/C=C/C(=O)NNC(=O)c2ccccc2)c1OC,2,7,-1,-1,-7,-4,-3,6,0,8
CC(=O)C1=C(C)Nc2ncnn2C1c1ccc(F)cc1 (stereo not given),3,10,-1,0,5,-3,3,1,-4,0
Cc1ccc2nc(COC(=O)CNC(=O)c3ccccc3)cn2c1,1,6,-2,0,-4,11,0,2,4,-6
CNS(=O)(=O)c1ccc(C(C)(C)C)cc1,-4,7,2,0,-3,3,-3,-3,-2,5
CC(C(=O)NCc1ccccc1Cl)N1C(=O)c2ccccc2C1=O (stereo not given),1,-5,-2,3,0,-7,2,0,6,2
CCOC(=O)c1c(NC(=O)c2cccnc2Cl)sc(C(=O)N(C)C)c1C,8,-5,-1,-13,5,-1,9,5,-3,0
Cc1ccc2[nH]c(=O)c(CN(CCc3ccccc3)C(=O)N3CCOCC3)cc2c1,-6,0,-5,2,-3,0,-1,1,-2,-2
CCC(C)(C)NC(=O)CN(Cc1cccs1)C(=O)CCC(=O)Nc1nccs1,-3,-4,-8,-1,2,-7,4,-1,-1,-3
Cc1cc(C)c(NC(=O)CNC(=O)c2ccc3c(=O)n4c(nc3c2)CCC4)c(C)c1,-3,-1,1,11,-2,-1,-2,-2,-1,0

# Next section, overlapping the part above by 5 compounds.
SMILES,GC-A act,TCR-CD3 inh,rCAG binder,HTRA1 inh,PRMT1 inh,SIAE inh,UHRF1 binding,MBD2 inh,ABHD4 inh,NPR2 activator
CC(C(=O)NCc1ccccc1Cl)N1C(=O)c2ccccc2C1=O (stereo not given),1,-5,-2,3,0,-7,2,0,6,2
CCOC(=O)c1c(NC(=O)c2cccnc2Cl)sc(C(=O)N(C)C)c1C,8,-5,-1,-13,5,-1,9,5,-3,0
Cc1ccc2[nH]c(=O)c(CN(CCc3ccccc3)C(=O)N3CCOCC3)cc2c1,-6,0,-5,2,-3,0,-1,1,-2,-2
CCC(C)(C)NC(=O)CN(Cc1cccs1)C(=O)CCC(=O)Nc1nccs1,-3,-4,-8,-1,2,-7,4,-1,-1,-3
Cc1cc(C)c(NC(=O)CNC(=O)c2ccc3c(=O)n4c(nc3c2)CCC4)c(C)c1,-3,-1,1,11,-2,-1,-2,-2,-1,0
Clc1ccc(CSc2nnc(-c3ccc4c(c3)OCO4)o2)cc1,3,-6,4,-8,3,-9,3,4,-14,7
N#Cc1cccc(NC(=O)CN2C(=O)NC(Cc3ccccc3)C2=O)c1 (stereo not given),-4,-6,-4,-2,2,2,2,5,5,1
O=C(CCC(=O)Nc1ccc(F)cc1)N/N=C/c1ccc(Br)cc1,3,8,2,-11,1,-12,1,0,2,-1
O=C(c1cccc([N+](=O)[O-])c1)c1ccc2[nH]c(=O)[nH]c2c1,0,4,4,-2,1,-8,3,-2,1,1
O=C(Nc1sc2c(c1C(=O)N1CCOCC1)CCCCC2)c1cccnc1,-1,1,-5,-5,-2,0,2,-3,-1,-3
O=C1c2cccc3cccc(c23)C(=O)N1Cc1ccccn1,-3,7,2,7,-4,-1,-6,-9,3,4
C=CCNC(=O)Cc1ccc(S(=O)(=O)N2CCOCC2)s1,2,-6,11,2,1,6,3,8,-15,-6

# Assay outcomes deposited in PubChem by several laboratories.

# Only part of the results is shown; rates above refer to the full screens.
